High-throughput results from PubChem.
RAD52 anneal inh – RAD52 DNA annealing inhibitors, primary screen, biochemical, FRET, single point, set 2 | recombinant RAD52 DNA annealing, FRET fluorescence | DNA repair protein RAD52 homolog (Homo sapiens), P43351 | 360,000 tested, 0.46% active | inhibition, % at 18.7 µM;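 active = every replicate showing at least 50% inhibition; inconclusive = mean inhibition at least 50% but not in every replicate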
ERp5 inh – inhibitors of ERp5-driven insulin aggregation, primary screen, biochemical, turbidity, absorbance 650 nm, single point; Protein disulfide-isomerase A6 (Homo sapiens), Q15084; 90 min; inhibition, % at 9.99 µM; 350,000 tested, 0.05% active; AID 651711, 2012;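 active = mean replicate inhibition above about 25%, with every replicate also reaching it, limit read from the data, passing the limit was not always enough; inconclusive = only one of those two criteria met; inactive = neither criterion met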
esBAF inh – Bmi1 luciferase reporter increase in mESCs, primary screen, esBAF inhibitor project, mouse ES cells, Bmi1 luciferase knock-in, single point | AID 602393, 2012 | reporter increase, % at 12.5 µM | 350,000 tested, 2% active | 24 h; 100% = twice the neutral-well signal; in the data active = activation above about 40%; inconclusive = no clear call, values can overlap the other calls;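 also: 0% = median of the plate's neutral control wells and 100% = double that signal; a rise in the Bmi1 reporter signal indicates esBAF inhibition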
RAD54 branch – inhibitors of human RAD54 branch migration, primary screen, biochemical, fluorescence, single point. DNA repair and recombination protein RAD54-like (Homo sapiens), Q92698. RAD54 Holliday junction branch migration, FAM/BHQ fluorescence. inhibition, % at 10.4 µM. 360,000 tested, 0.14% active. AID 602329, 2012;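 active = mean normalized replicate activity at least 40 and at least half of replicates scoring 40 or more; inconclusive = only one of the two criteria met; inactive = mean below 40 and under half of replicates reaching 40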;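 also: 0% = median of neutral control wells and 100% = median of positive control wells; inhibitors cause a drop in the FAM fluorescence signal; in these data hits start at about 50%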
Target sequence (Q92698 whole entry, looked up): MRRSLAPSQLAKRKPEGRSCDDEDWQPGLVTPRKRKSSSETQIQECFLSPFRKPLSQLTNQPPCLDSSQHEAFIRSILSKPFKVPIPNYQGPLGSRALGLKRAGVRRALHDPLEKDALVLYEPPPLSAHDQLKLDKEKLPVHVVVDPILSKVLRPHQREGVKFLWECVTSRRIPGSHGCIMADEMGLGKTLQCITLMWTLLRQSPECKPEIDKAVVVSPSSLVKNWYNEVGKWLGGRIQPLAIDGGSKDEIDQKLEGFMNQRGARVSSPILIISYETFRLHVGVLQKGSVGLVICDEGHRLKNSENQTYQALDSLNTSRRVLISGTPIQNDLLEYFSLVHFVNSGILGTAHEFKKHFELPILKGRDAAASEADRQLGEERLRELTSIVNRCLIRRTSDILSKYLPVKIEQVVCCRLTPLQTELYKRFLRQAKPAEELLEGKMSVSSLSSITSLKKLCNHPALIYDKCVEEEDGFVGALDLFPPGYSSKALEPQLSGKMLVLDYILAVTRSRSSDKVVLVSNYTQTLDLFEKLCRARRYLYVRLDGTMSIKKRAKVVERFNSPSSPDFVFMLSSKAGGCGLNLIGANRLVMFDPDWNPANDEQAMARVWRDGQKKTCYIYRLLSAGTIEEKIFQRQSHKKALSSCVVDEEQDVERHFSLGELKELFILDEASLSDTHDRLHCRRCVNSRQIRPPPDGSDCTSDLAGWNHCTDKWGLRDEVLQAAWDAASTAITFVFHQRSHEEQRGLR
ARNT-TACC3 inh – disruptors of ARNT/TACC3 protein interaction, primary screen, biochemical, AlphaScreen, single concentration. Transforming acidic coiled-coil-containing protein 3 (Homo sapiens), Q9Y6A5. AlphaScreen His-ARNT PAS-B/GST-TACC3 binding, luminescence; TACC3 fragment carries E629A point mutation. inhibition, % at 9.99 µM. 390,000 tested, 0.66% active. AID 623870, 2012;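 active = mean inhibition of replicates at least 50% and at least half of replicates each reaching 50%; inconclusive = half or more replicates reach 50% but mean below 50%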;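 also: 0% = complete ARNT plus TACC3 wells and 100% = ARNT alone without TACC3; many hits fall short of the cut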
PglD inh – C. jejuni PglD acetyltransferase inhibitors, primary screen, biochemical, DTNB colorimetric, single point | inhibition, % at 12.5 µM | UDP-N-acetylbacillosamine N-acetyltransferase PglD (Campylobacter jejuni) | 360,000 tested, 0.098% active | purified PglD enzyme, DTNB colorimetric CoA detection; in the data active = inhibition above about 16%, passing the limit was not always enough; inconclusive = no clear call, values can overlap the other calls; also: strong numbers were not always called active
E-sel inducer – E-selectin induction in HUVECs, primary screen, imaging, HUVEC, immunofluorescence imaging, single point; P16581; 260,000 tested, 0.37% active; normalized: neutral wells 0, TNF-alpha wells 100; activation, % at 7.58 µM;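 active = mean E-selectin-positive cell signal at least 10% of the positive control, reached in at least 60% of replicates, without over 20% cell loss; inconclusive = no rule given, readout overlaps actives, possibly toxicity-flagged; inactive = the rest, including those meeting only one limit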;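 also: in these data hits start at about 27%; measured in HUVEC primary endothelial cells; signal is the percent of cells scored E-selectin positive by PE staining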
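Read-out basis: % PE-positive cells; Test system: HUVEC primary endothelial cells; Technique: immunofluorescence imaging; Dosing: single-point compound dose.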
Casp6 inh – human caspase-6 inhibitors, primary screen, biochemical, VEID-R110 fluorescence, single point, set 2 | P55212 | purified caspase-6, Z-VEID-R110 cleavage fluorescence | inhibition, % at 12.5 µM | 350,000 tested, 0.53% active | AID 686996, 2013;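 active = mean inhibition across replicates at least about 35%, with every replicate also reaching that limit, limit read from the data; inconclusive = only one of the two criteria met; inactive = neither criterion met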;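 also: 0% = median of neutral control wells and 100% = no fluorescence left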
Target sequence (P55212 24-179 limits assumed): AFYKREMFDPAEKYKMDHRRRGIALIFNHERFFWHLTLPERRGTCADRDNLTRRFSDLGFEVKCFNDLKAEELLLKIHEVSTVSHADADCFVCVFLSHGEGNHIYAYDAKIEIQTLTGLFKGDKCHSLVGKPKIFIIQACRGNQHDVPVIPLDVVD
Target sequence (P55212 194-293 limits assumed): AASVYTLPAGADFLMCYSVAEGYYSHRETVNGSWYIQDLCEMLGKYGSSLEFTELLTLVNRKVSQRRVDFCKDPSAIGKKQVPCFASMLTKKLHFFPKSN
Active calls of the source: *; & = joins results of further samples. Rows were taken by chance; about 3.2% have a hit in one of these screens.

What do the screens show for `Cc1ccc(OCC(=O)Nc2nnc(C3CCCO3)s2)c(Br)c1` (centres undefined)?
RAD52 anneal inh: -10; ERp5 inh: 0; ARNT-TACC3 inh: -1; Casp6 inh: -2

How did N#CC1=C2SCN(c3ccccc3)CN2C(=O)CC1c1c(Cl)cccc1Cl (centres undefined) do in these assays?
RAD52 anneal inh: -24; ERp5 inh: 11; esBAF inh: 7; RAD54 branch: -1; ARNT-TACC3 inh: -4; PglD inh: 0; E-sel inducer: -0.1; Casp6 inh: 3

Results for COc1ccc(/C=C/C(=O)NC(=S)NN2CCCCC2c2cccnc2)cc1OC (centres undefined) ?
RAD52 anneal inh: -23; ERp5 inh: 4; ARNT-TACC3 inh: 26; Casp6 inh: -4

What do the screens show for `COc1ccc(NC(=O)O/N=C/c2ccccc2)cc1`?
RAD52 anneal inh: -15; ERp5 inh: 2; esBAF inh: 53*; RAD54 branch: -1; ARNT-TACC3 inh: -1; PglD inh: 4; Casp6 inh: 2

What do the screens show for `CCCCN(C=O)c1c(CC)nc2c(OCc3ccccc3C(=O)OC)cccn12`?
RAD52 anneal inh: -78; ERp5 inh: 3; esBAF inh: -1; RAD54 branch: 6; PglD inh: -5; E-sel inducer: 0.0; Casp6 inh: 5

Results for O=S(=O)(c1ccc(F)cc1)N1CCCCN2[C@H](C1)[C@H](c1ccc(C#CC3CC3)cc1)[C@@H]2CO ?
RAD52 anneal inh: -19; ERp5 inh: -5; esBAF inh: -1; RAD54 branch: -4; ARNT-TACC3 inh: -8; PglD inh: 1; E-sel inducer: -0.5; Casp6 inh: -1

How did NC(=O)OCC(COC(N)=O)c1ccccc1 do in these assays?
RAD52 anneal inh: 1&4; ERp5 inh: -6&5; esBAF inh: 3&-7; RAD54 branch: -1&7; ARNT-TACC3 inh: -3&3; PglD inh: 0&6; E-sel inducer: 0.1&1.7; Casp6 inh: -4

How did OC[C@@H]1[C@H]2c3ccccc3NC[C@H]2N1CC1CCOCC1 do in these assays?
RAD52 anneal inh: -11; ERp5 inh: 0; esBAF inh: -2; RAD54 branch: -4; ARNT-TACC3 inh: -4; PglD inh: -5; E-sel inducer: 0.8; Casp6 inh: 2

Results for CC1CCCCC1NC(=O)C1Cc2ccccc2CN1S(C)(=O)=O (centres undefined) ?
esBAF inh: -5; RAD54 branch: inconclusive; ARNT-TACC3 inh: 20; PglD inh: -9

Results for Cc1ccc(S(=O)(=O)N2[C@@H](c3ccccc3F)C(C(=O)O)=CC[C@H]2c2cccs2)cc1 ?
RAD52 anneal inh: -13; ERp5 inh: -6; esBAF inh: 1; RAD54 branch: -1; ARNT-TACC3 inh: 0; PglD inh: 5; E-sel inducer: -0.2; Casp6 inh: 11

Results for COc1cc(F)ccc1-c1cc(C(=O)Nc2ccc(C)c(NS(C)(=O)=O)c2)[nH]n1 ?
RAD52 anneal inh: 5; ERp5 inh: 1; esBAF inh: 8; RAD54 branch: 5; PglD inh: 2; E-sel inducer: -0.1; Casp6 inh: -1

What do the screens show for `CC(C)NC(=O)N(C)C[C@@H]1Oc2cc(Br)ccc2S(=O)(=O)N([C@@H](C)CO)C[C@H]1C`?
RAD52 anneal inh: -1&-10&-4; ERp5 inh: -1&-1&2; esBAF inh: 9&18&24; RAD54 branch: 7&4&1; ARNT-TACC3 inh: -6&-7; PglD inh: 4&-2&1; E-sel inducer: -1.9&2.2; Casp6 inh: 2&6&0

What do the screens show for `O=C(NCc1ccccc1Cl)c1cnccn1`?
esBAF inh: -4; RAD54 branch: -3; ARNT-TACC3 inh: -1; PglD inh: -1

What do the screens show for `CN1CCN(S(=O)(=O)c2cccc(C(=O)N3CCN(c4ccccc4)CC3)c2)CC1`?
RAD52 anneal inh: -7; ERp5 inh: 6; esBAF inh: -5; RAD54 branch: 7; ARNT-TACC3 inh: -1; PglD inh: -3; E-sel inducer: 1.3; Casp6 inh: 4

What do the screens show for `Cc1cc(Cl)ccc1NC(=O)COC(=O)c1c(C)noc1C`?
RAD52 anneal inh: -14; ERp5 inh: 0; esBAF inh: 1; RAD54 branch: -12; ARNT-TACC3 inh: -8; PglD inh: -1; Casp6 inh: 4

Results for COc1ccc(N2CCN(C(=O)COC(=O)c3cc(S(=O)(=O)N(C)C)ccc3N3CCCC3)CC2)cc1 ?
RAD52 anneal inh: -14; ERp5 inh: 0; esBAF inh: 7; RAD54 branch: -12; ARNT-TACC3 inh: 7; PglD inh: 1; Casp6 inh: -8

What do the screens show for `CCN1CCN(C(=O)CCc2nnc(CCc3ccc(OC)cc3)o2)[C@@H](C)C1=O`?
RAD52 anneal inh: 5; ERp5 inh: 3; esBAF inh: 6; RAD54 branch: 2; ARNT-TACC3 inh: 2; PglD inh: -3; E-sel inducer: 0.9; Casp6 inh: 2

How did O=C(OC1CCCC1)c1ccc(Cl)cc1Cl do in these assays?
RAD52 anneal inh: -11; ERp5 inh: -1; esBAF inh: 3; RAD54 branch: -7; ARNT-TACC3 inh: 9; PglD inh: 3; E-sel inducer: 0.4; Casp6 inh: -1

What do the screens show for `C[C@@H]1CN([C@@H](C)CO)C(=O)Cc2cc(NC(=O)Nc3ccc(F)cc3)ccc2O[C@H]1CN(C)CC1CC1`?
RAD52 anneal inh: 12; ERp5 inh: 2; esBAF inh: -5; RAD54 branch: 8; ARNT-TACC3 inh: 2; PglD inh: 3; Casp6 inh: -18

How did O=C(NC(=S)Nc1ccc2[nH]c(=O)[nH]c2c1)c1cccc(F)c1 do in these assays?
RAD52 anneal inh: -14; ERp5 inh: -3; esBAF inh: -4; RAD54 branch: 10; ARNT-TACC3 inh: -8; PglD inh: -1; E-sel inducer: 0.4; Casp6 inh: -2

Results for COC(=O)c1cn(NC(=O)Cc2c(F)cccc2Cl)c(=O)c2ccccc12 ?
RAD52 anneal inh: -11; ERp5 inh: -2; ARNT-TACC3 inh: 0; E-sel inducer: -1.3; Casp6 inh: -1

How did CN(C)C(=O)C[C@H]1C=C[C@H](NC(=O)C2CCC2)[C@@H](CO)O1 do in these assays?
RAD52 anneal inh: -8; ERp5 inh: 1; esBAF inh: 3; RAD54 branch: -2; ARNT-TACC3 inh: 7; PglD inh: -34; E-sel inducer: 0.3; Casp6 inh: 0

What do the screens show for `N#C/C(=C(/O)COC(=O)c1ccc(Cl)c(S(=O)(=O)N2CCOCC2)c1)c1nc2ccccc2[nH]1`?
RAD52 anneal inh: -13; ERp5 inh: -2; ARNT-TACC3 inh: 2; E-sel inducer: -1.0; Casp6 inh: 1

How did CCOC(=O)Nc1ccc(S(=O)(=O)N2CCC(c3nc4ccccc4[nH]3)CC2)cc1 do in these assays?
RAD52 anneal inh: -14; ERp5 inh: 6; esBAF inh: -4; RAD54 branch: -4; E-sel inducer: -0.1; Casp6 inh: 0

How did O=C(Nc1cccc(-c2nnc(-c3ccccc3)o2)c1)c1ccc(Br)o1 do in these assays?
RAD52 anneal inh: -10; ERp5 inh: -2; esBAF inh: -6; RAD54 branch: 5; ARNT-TACC3 inh: -1; PglD inh: 0; Casp6 inh: 2

What do the screens show for `CCOc1cc(CNCc2cccs2)cc(Br)c1OCC`?
esBAF inh: 3; RAD54 branch: 1; ARNT-TACC3 inh: -9; PglD inh: -8

How did O=C(c1cccc(F)c1F)N1CCCc2ccccc21 do in these assays?
RAD52 anneal inh: -12; ERp5 inh: -2; esBAF inh: 2; RAD54 branch: -2; ARNT-TACC3 inh: -1; PglD inh: -1; Casp6 inh: 0

Results for O=C1c2ccccc2C(c2nnnn2-c2ccc3c(c2)OCCO3)N1Cc1cccc(F)c1 (centres undefined) ?
RAD52 anneal inh: -20&-4; ERp5 inh: -1&1; E-sel inducer: -0.2&-2.6; Casp6 inh: -1&1

What do the screens show for `CC1(C)CC(=O)C2=C(C1)N(c1ccccc1)C(=O)CC2c1ccsc1` (centres undefined)?
RAD52 anneal inh: -16; ERp5 inh: -7; esBAF inh: -4; RAD54 branch: 0; ARNT-TACC3 inh: -1; PglD inh: -2; E-sel inducer: 0.0; Casp6 inh: 1

Results for CCOc1ccc(C(=O)C2CCN(CC(=O)Nc3ccccc3N3CCOCC3)CC2)cc1 ?
esBAF inh: -1; RAD54 branch: 2; ARNT-TACC3 inh: -5; PglD inh: -5

Results for COc1cccc(C(=O)CC(=O)C(=O)Nc2ccc(C)cc2Cl)c1 ?
RAD52 anneal inh: -8; ERp5 inh: 1; esBAF inh: 14; RAD54 branch: 3; ARNT-TACC3 inh: 20; PglD inh: -2; E-sel inducer: -1.7; Casp6 inh: 4

What do the screens show for `O=C(O)CC/C(=C\c1cccc(NC(=O)c2ccccc2Cl)c1)c1nc2ccccc2s1`?
RAD52 anneal inh: -114; ERp5 inh: -4; esBAF inh: -7; RAD54 branch: -2; ARNT-TACC3 inh: 6; PglD inh: 9; Casp6 inh: 27

How did CO[C@@H]1CN(C)C(=O)c2ccc(NC(C)=O)cc2OC[C@H](C)N(C(=O)C2CCOCC2)C[C@H]1C do in these assays?
RAD52 anneal inh: -1; ERp5 inh: 1; esBAF inh: -1; RAD54 branch: -17; ARNT-TACC3 inh: -3; PglD inh: 4; E-sel inducer: 0.0

How did CO[C@H]1CN(C)C(=O)c2ccc(NC(=O)NC(C)C)cc2OC[C@H](C)N(S(C)(=O)=O)C[C@H]1C do in these assays?
RAD52 anneal inh: 12; ERp5 inh: 4; E-sel inducer: 1.2; Casp6 inh: 0

How did CCS(=O)(=O)N1[C@H](C#N)[C@@H](c2ccc(C#CC(C)C)cc2)[C@H]1CO do in these assays?
RAD52 anneal inh: -18; ERp5 inh: 4; esBAF inh: 0; RAD54 branch: 15; ARNT-TACC3 inh: -6; PglD inh: 0; E-sel inducer: -0.6; Casp6 inh: 1

Results for CCOC(=O)N/N=C/c1cc(C)n(-c2cccc3ccccc23)c1C ?
RAD52 anneal inh: -27; ERp5 inh: -4; RAD54 branch: 5; ARNT-TACC3 inh: 9; PglD inh: 7; E-sel inducer: 0.8; Casp6 inh: -6

How did CCCc1cc(=O)[nH]c(SCc2nc3ccccc3o2)n1 do in these assays?
RAD52 anneal inh: -12; ERp5 inh: 2; esBAF inh: -5; ARNT-TACC3 inh: -15; E-sel inducer: 0.1; Casp6 inh: 2

Results for C[C@@H]1CN([C@H](C)CO)C(=O)c2cc(NC(=O)c3ccncc3)ccc2O[C@H]1CN(C)Cc1ccc(-c2ccccc2)cc1 ?
RAD52 anneal inh: 10; ERp5 inh: 2; esBAF inh: -7; RAD54 branch: -2; ARNT-TACC3 inh: 1; PglD inh: 0; E-sel inducer: -17; Casp6 inh: -1

How did Cc1cccc(NS(=O)(=O)c2ccc3c(c2)oc(=O)n3C)c1C do in these assays?
RAD52 anneal inh: -8; ERp5 inh: 4; esBAF inh: 2; RAD54 branch: -5; ARNT-TACC3 inh: -2; PglD inh: -5; E-sel inducer: 2.0; Casp6 inh: -1

Results for CC1(C)OC(C)(C)C(=N/O)/C1=N\N ?
RAD52 anneal inh: -34; ERp5 inh: 4; E-sel inducer: -0.1; Casp6 inh: -3

What do the screens show for `COCC(=O)N1C[C@@H]2[C@H](c3ccccc31)[C@H](CO)N2C(=O)NC(C)C`?
RAD52 anneal inh: 4; ERp5 inh: 0; esBAF inh: -3; RAD54 branch: 1; ARNT-TACC3 inh: -3; PglD inh: -2; E-sel inducer: 0.3; Casp6 inh: 0
